AmpC det inh – blocks E. coli AmpC beta-lactamase in presence of detergent; P00811; purified AmpC, nitrocefin hydrolysis with detergent; Potency, µM (series often up to 28.7 µM), inactives show at the top dose activity change, negative = inhibition; actives 0.09% (n = 71,000); active = well fitted curve in the direction sought with a large enough effect
Target sequence (P00811 whole entry, looked up): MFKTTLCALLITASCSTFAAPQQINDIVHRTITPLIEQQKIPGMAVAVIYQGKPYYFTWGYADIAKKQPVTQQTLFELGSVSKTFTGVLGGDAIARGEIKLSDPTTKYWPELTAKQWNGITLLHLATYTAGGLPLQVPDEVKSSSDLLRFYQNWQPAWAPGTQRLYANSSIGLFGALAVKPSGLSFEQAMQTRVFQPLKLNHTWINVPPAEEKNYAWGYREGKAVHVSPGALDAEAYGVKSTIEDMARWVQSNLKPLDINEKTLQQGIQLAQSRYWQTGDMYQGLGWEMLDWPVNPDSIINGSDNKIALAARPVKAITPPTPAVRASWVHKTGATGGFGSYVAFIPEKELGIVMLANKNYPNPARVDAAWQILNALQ
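E. coli AmpC (5.3 nM) in 20 mM phosphate pH 7.0 with 0.01% Triton X-100, preincubated 15 min RT with compound; nitrocefin (2 uL of 800 uM stock) hydrolysis followed by 480 nm absorbance every 20 s over 4 min.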
Active calls of the source: *; & = joins results of further samples; [ ] = another dose, or the depositor's remark. % is scaled to controls: 0 for no effect and ±100 for the full control effect; potency is read from the fitted curve at half-maximal effect.

SMILES	AmpC det inh
CCn1c(SCC(=O)N2CCCc3ccccc32)nnc1-c1ccco1	0%
CCN(C(=O)CSc1nc2nc(C)cc(C)n2n1)c1cccc(C)c1	-2%
NC(=O)N/N=C/c1ccc([N+](=O)[O-])o1	11%
Cc1nnc(SCc2ccc(F)cc2)s1	-3%
CCn1c(=O)c(C(=O)NCc2ccc(OC)c(OC)c2)c(O)c2ccccc21	6%
CCC(c1ccccc1)c1nc(-c2ccccn2)no1 (configuration not stated)	-5%
COC(=O)c1ccc(Cl)c(NC(=O)CSc2ncn[nH]2)c1	-3%
NS(=O)(=O)c1ccc(CCNC(=O)c2cccnc2)cc1	-3%
Cc1ccc(S(=O)(=O)C2(C(=O)N3CCCCCC3)CC2)cc1	-3%
O=S(=O)(Cc1ccccc1)NCc1ccccn1	-2%
CC(C)C[C@@H](CC(=O)N[C@H](CC(=O)N[C@@H]1CCCC[C@H]1C(=O)N[C@H](CC(=O)N[C@@H](CCC(=O)O)CC(=O)O)CC(C)C)C(C)C)NC(=O)[C@@H]1CNCC[C@H]1N	19%
NC(N)=N[C@H](CCC(=O)O)C(=O)O	-8%
CCNc1ncc2ncc(=O)n(C3CC3)c2n1	0%
COC(=O)[C@@]1(Cc2ccc(OC)cc2)[C@H]2c3cc(C(=O)N4CCCC4)n(CCc4ccc(OC)c(Br)c4)c3C[C@H]2CN1C(=O)c1ccccc1	-1%
COC(=O)C1=C(C(=O)c2ccccc2)C(c2ccc(O)c(OC)c2)n2nnnc2N1 (configuration not stated)	0%
O=C(Cc1ccc(Br)cc1)N1CCN(Cc2ccccc2)CC1	6%
O=C(CN1CC(c2ccccc2)CC1=O)Nc1ccc2c(c1)OCO2 (configuration not stated)	9%
Cc1cccc(CNc2ccnc(-c3ccc(C(=O)N(C)C)cc3)n2)c1	10%
Cc1cccc(Nc2nc(N)nc(CN3CCC(C(N)=O)CC3)n2)c1C	13%
c1ccc(COn2nnc3ccccc32)c(COn2nnc3ccccc32)c1	-7%
COc1ccc(Nc2cc(C(=O)NCCCN3CCN(C)CC3)c3ccccc3n2)cc1	-6%
COC(=O)c1oc2ccccc2c1NC(=O)CN1CCCC1	9%
Cc1ccc(S(=O)(=O)N2Cc3ccccc3CC2C(=O)Nn2cnnc2)cc1 (configuration not stated)	-2%
Cc1cnc(NC(=O)CSc2nnc(-c3ccccc3)o2)s1	-1%
O=C(NC1CC2CCC1C2)c1ccc(CN2CCOCC2)cc1 (configuration not stated)	0%
COc1ccc2cc3cc(C(=O)Nc4ccccc4N4CCN(C)CC4)oc3nc2c1	-1%
CCN(CC)CCNC(=O)C1c2cc(OC)c(OC)cc2C(=O)N2CCc3ccccc3C12 (configuration not stated)	-5%
COc1cc(OC)cc(-n2nc(C(=O)N3CCC4(CC3)OCCO4)c3ccccc3c2=O)c1	-5%
Cc1cccc(OCC(=O)Nc2ccc3c(c2)OCO3)c1C	8%
COc1ccccc1-c1nnc(SCC(=O)Nc2c(Cl)cccc2Cl)o1	-3%
COc1cccc(C(c2nnnn2CCc2ccccc2)N2CCN(c3ccccc3)CC2)c1OC (configuration not stated)	0%
COc1ccc(CNCC(=O)N2CCC3(CC2)OCCO3)cc1	12%
CCOC(=O)c1cc(NC(=O)NCc2ccco2)c(C)nc1C	-8%
COc1cc(C(C#N)N2CCOCC2)ccc1O (configuration not stated)	6%
Cc1ccc(-c2nnc(N3CCN(C(=O)CSc4ncn[nH]4)CC3)c3ccccc23)cc1	-2%
Nc1nc(CN2CCN(c3ccccn3)CC2)nc(Nc2ccc(Cl)cc2)n1	-5%
Nc1c(S(=O)(=O)c2ccccc2)c2nc3ccccc3nc2n1/N=C/c1cccc(O)c1	-3%
COc1ccccc1NC(=O)CS(=O)(=O)c1cccc2nsnc12	-1%
Cn1c(C(=O)NCc2ccccn2)cc2c(=O)n3ccccc3nc21	-3%
c1ccc2[nH]c(NC3=NCCC3)nc2c1	14%
CN(CCC(=O)Nc1ccc2c(c1)OCO2)Cc1ccccc1	-5%
CCOc1ccccc1NC(=O)NC1CCN(CC(=O)Nc2ccc3c(c2)OCCO3)CC1	-3%
COCCCNC(=O)CSC1=Nc2ccccc2C2=NC(Cc3c[nH]c4ccccc34)C(=O)N12 (configuration not stated)	-4%
Cc1ccc(N=Cc2ccc(O)cc2O)cc1F	10%
NC(=S)NNC(N)=S	11%
Cc1ccc(N(CC(O)COCc2ccco2)S(=O)(=O)c2ccc(C)cc2)cc1 (configuration not stated)	3%
CCN1CCCC1CNc1ncnc2c1[nH]c1ccc(F)cc12 (configuration not stated)	-4%
CC(C)CNC(=O)COc1ccc2c3c(c(=O)oc2c1)CCC3	0%
O=C(COC(=O)Cn1cnc2ccccc21)NCCC1=CCCCC1	-2%
CCN(CC)CCCN1C(=O)C(O)=C(C(=O)c2sc(C)nc2C)C1c1ccco1 (configuration not stated)	14%

Additional results follow.
SMILES	AmpC det inh
CCSCc1nnc(SCC(=O)Nc2nc3ccccc3s2)n1C	-5%
CCOC(=O)N1CCN(C(=O)c2ccccc2N(C)S(C)(=O)=O)CC1	-3%
COC(=O)C1(C)Nc2ccccc2C(=O)N1c1ccccc1C (configuration not stated)	0%
COc1ccc(Oc2ncc3ncc(=O)n(Cc4ccc(F)cc4)c3n2)cc1	1%
CC(=O)c1c(C)n([O-])c2ccccc2[n+]1=O	11%
CC1CCCCN1S(=O)(=O)c1ccc(NC(=O)c2cccc(-n3cnnn3)c2)cc1 (configuration not stated)	-2%
Cc1cc2c(N3CCCCC3C)ncnc2s1 (configuration not stated)	6%
CCNC(=O)c1cc2c(=O)n3cccc(C)c3nc2n(Cc2ccc(C)cc2)c1=N	-1%
COc1cccc(-c2nn(-c3ccccc3)cc2CO)c1	-2%
COc1ccc(NC(=O)C2CCCN(c3c4c(nc5ncnn35)CCC4)C2)cc1 (configuration not stated)	15%

Next section (2 carried over from the part before).
SMILES	AmpC det inh
COc1cccc(-c2nn(-c3ccccc3)cc2CO)c1	-2%
COc1ccc(NC(=O)C2CCCN(c3c4c(nc5ncnn35)CCC4)C2)cc1 (configuration not stated)	15%
CSc1nnc2c(n1)OC(C)N(C(=O)c1ccccc1)c1ccccc1-2 (configuration not stated)	-6%
c1ccc(CCc2cccnc2)nc1	1%[5.75 µM]
CC1(C)CC(=O)C=C(Nc2ccc(C(=O)O)cc2)C1	-2%
CC(=O)N1CCN2C(=O)C1CCCC(=O)c1cc(C3CCCCC3)ccc12 (configuration not stated)	-3%
COc1ccc(-c2nnc(SCC(=O)Nc3ccc(C)cc3)n2C)cc1	0%
Cc1nonc1NC(=O)CSc1nc(C2CCCCC2)nc2ccccc12	-2%
CN1CCN(CCc2nc3cc(NC(=O)COc4ccccc4)ccc3n2C)CC1	-4%
CCCc1[nH]nc2c1C(c1ccc(O)c(OC)c1)C(C#N)=C(N)O2 (configuration not stated)	5%
COc1ncnc2c1oc1nc(CC(C)C)c3c(c12)CCCC3	1%
O=C(Cn1nnc2c(cnn2-c2ccccc2)c1=O)NCc1cccs1	11%
CCCn1c(CCNC(=O)c2cccs2)nc2ccccc21	10%
COCCNC(=O)C(c1ccccc1C)N(CCOC)C(=O)Cn1nnc2ccccc21 (configuration not stated)	13%
CCOC(=O)c1ccc(COc2nc3ccccc3nc2-c2ccccc2NC(C)=O)o1	-4%
c1cncc(CNCc2cccnc2)c1	-5%[5.75 µM]
CCN1C(=O)c2ccccc2S(=O)c2ccc(C(=O)NCCCN3CCCC3=O)cc21 (configuration not stated)	4%
COc1ccc(OCC(=O)Nc2cc(OC)cc(OC)c2)cc1	10%
CC(C)P(=O)(Cc1cccc(C#N)c1)C(C)C	12%
C=CCC1CCCCC12NC(=O)NC2=O (configuration not stated)	20%
CN(C)S(=O)(=O)N(CC(=O)NCc1ccccc1)c1ccccc1	-5%
COc1cc(-c2nnc3sc(-c4ccco4)nn23)cc(OC)c1OC	-1%
O=C(O)c1cc(N=Nc2ccc([N+](=O)[O-])cc2)ccc1O	-3%[5.75 µM]
c1ccc2c(c1)nc(NC1CCCCC1)c1nncn12	8%
COCC(COCCCNC(=O)Nc1ccc(Br)cc1)OC (configuration not stated)	-2%
Cn1cccc1C(=O)N1CCC2(CCCN(Cc3ccncc3)C2)CC1	-3%
CC1(C)[C@@H]2CC[C@]1(C)[C@@H](OC(=O)CSC#N)C2	-3%[5.75 µM]
O=C(N1CCN(c2ccccc2F)CC1)C12CC3CC(CC(C3)C1)C2	-5%
CCC(C)NC(=O)CNC(=O)Cn1c(C)cc2ccccc2c1=O (configuration not stated)	0%
CN(C)S(=O)(=O)N1CCN(c2cc(Cl)ccc2Cl)CC1	-4%
CCOC(=O)CC(=O)CSc1nnc(Cn2c(=O)sc3ccccc32)n1C	-2%
CN1CCN(C(=O)c2ccc3c(c2)NC(=O)C(N2CCOCC2)S3)CC1 (configuration not stated)	-3%
CCCOc1ccc(C2/C(=C(\O)c3c(C)[nH]c(C(=O)OC)c3C)C(=O)C(=O)N2CCN(C)C)cc1 (configuration not stated)	-3%
Cc1noc(C)c1CSc1nnc(-c2ccccc2F)n1CCc1ccccc1	3%
c1ccc(Cn2nnnc2-c2ccco2)cc1	-4%
Cc1cccc(-c2noc(-c3ccc(F)cc3)n2)c1	-5%
O=C(C1CCCN(S(=O)(=O)c2ccc(Br)s2)C1)N1CCCCCC1 (configuration not stated)	-4%
CCCOc1ccc(CN(CCO)CCO)cc1C(=O)OC	-1%
COC(=O)NCc1ccc(CNC(=O)OC)cc1	-9%
O=C(CCn1c(=O)[nH]c2ccccc2c1=O)N1CCN(c2ccc(Cl)cc2)CC1	1%
CCSc1nc(O)cc(=O)n1-c1ccc(OC)cc1	0%
CCC(Sc1nc2c(c(=O)[nH]1)CCC2)C(=O)Nc1cccc(OC)c1 (configuration not stated)	22%
COc1ccc(CCn2c(NCc3ccco3)nc3c2c(=O)[nH]c(=O)n3C)cc1	-1%
CC1CCc2cc(F)ccc2N1C(=O)CCC(=O)O (configuration not stated)	-1%
COc1ccc(C(=O)NCc2oc(-c3ccccc3)cc2C(=O)O)cc1	-6%
COc1ccc(CCNC(=O)C2CCCN(S(=O)(=O)c3cnc[nH]3)C2)cc1OC (configuration not stated)	3%
COC(=O)C1=C(C)NC(C)=C(C(=O)OCCCN2CCC(c3ccccc3)(c3ccccc3)CC2)[C@H]1c1cccc([N+](=O)[O-])c1	2%&-5%
CCCSc1nc2c(c(=O)[nH]c(=O)n2C)n1CCc1ccccc1	22%
COc1ccc(-c2noc(CSc3nc(-c4ccccc4)cc(=O)[nH]3)n2)cc1OC	-5%
COCCNc1nc(-c2ccccc2Cl)nc2ccccc12	10%
C=CCc1ccc(OCC(O)CN2CCCCC2)c(OC)c1 (configuration not stated)	2%
CCn1cnc2cc(NCc3ccc(C)cc3)ccc21	-3%

Later entries:
SMILES	AmpC det inh
Cc1cccc(NC(=O)CS(=O)(=O)c2c[nH]c3ccccc23)c1C	1%
Clc1ccc(-c2nnc(-c3ccco3)o2)cc1	-1%
CSC1=C(C#N)C2(CCCC2)C(C#N)=C(N)N1	11%
CCn1c(C(=O)N2CCCC(C(=O)O)C2)cc2sccc21 (configuration not stated)	-3%
O=C(CCCSc1nnc(-c2cccs2)n1CC1CCCO1)c1ccccc1 (configuration not stated)	1%
O=C1[C@@H]2C=CC=CC2=NC(=S)N1CCN1CCC(=C(c2ccc(F)cc2)c2ccc(F)cc2)CC1	-4%
NC[C@@H]1O[C@H](O[C@@H]2[C@H](O[C@@H]3O[C@H](CO)[C@@H](O)[C@@H]3O)[C@@H](O)[C@@H](N)C[C@H]2N)[C@@H](N)[C@H](O)[C@@H]1O	-1%[12.8 µM]
O=C(Nc1ccc(Cl)cc1)C1CCCN(S(=O)(=O)c2cnc[nH]2)C1 (configuration not stated)	5%
O=C(Oc1ccccc1)c1cc2ccccc2o1	-4%
CCOC(=O)N1CCN(CCC(=O)Nc2ccc(C)c(Br)c2)CC1	-4%
COc1ccc(NC(=O)CN2C(=O)C(C)Oc3ccccc32)c(OC)c1 (configuration not stated)	8%

Filtered by structure, the entries above containing a halogen.
SMILES	AmpC det inh
Cc1nnc(SCc2ccc(F)cc2)s1	-3%
COC(=O)c1ccc(Cl)c(NC(=O)CSc2ncn[nH]2)c1	-3%
COC(=O)[C@@]1(Cc2ccc(OC)cc2)[C@H]2c3cc(C(=O)N4CCCC4)n(CCc4ccc(OC)c(Br)c4)c3C[C@H]2CN1C(=O)c1ccccc1	-1%
O=C(Cc1ccc(Br)cc1)N1CCN(Cc2ccccc2)CC1	6%
COc1ccccc1-c1nnc(SCC(=O)Nc2c(Cl)cccc2Cl)o1	-3%
Nc1nc(CN2CCN(c3ccccn3)CC2)nc(Nc2ccc(Cl)cc2)n1	-5%
Cc1ccc(N=Cc2ccc(O)cc2O)cc1F	10%
CCN1CCCC1CNc1ncnc2c1[nH]c1ccc(F)cc12 (configuration not stated)	-4%
COc1ccc(Oc2ncc3ncc(=O)n(Cc4ccc(F)cc4)c3n2)cc1	1%
COCC(COCCCNC(=O)Nc1ccc(Br)cc1)OC (configuration not stated)	-2%
O=C(N1CCN(c2ccccc2F)CC1)C12CC3CC(CC(C3)C1)C2	-5%
CN(C)S(=O)(=O)N1CCN(c2cc(Cl)ccc2Cl)CC1	-4%
Cc1noc(C)c1CSc1nnc(-c2ccccc2F)n1CCc1ccccc1	3%
Cc1cccc(-c2noc(-c3ccc(F)cc3)n2)c1	-5%
O=C(C1CCCN(S(=O)(=O)c2ccc(Br)s2)C1)N1CCCCCC1 (configuration not stated)	-4%
O=C(CCn1c(=O)[nH]c2ccccc2c1=O)N1CCN(c2ccc(Cl)cc2)CC1	1%
CC1CCc2cc(F)ccc2N1C(=O)CCC(=O)O (configuration not stated)	-1%
COCCNc1nc(-c2ccccc2Cl)nc2ccccc12	10%
Clc1ccc(-c2nnc(-c3ccco3)o2)cc1	-1%
O=C1[C@@H]2C=CC=CC2=NC(=S)N1CCN1CCC(=C(c2ccc(F)cc2)c2ccc(F)cc2)CC1	-4%
O=C(Nc1ccc(Cl)cc1)C1CCCN(S(=O)(=O)c2cnc[nH]2)C1 (configuration not stated)	5%
CCOC(=O)N1CCN(CCC(=O)Nc2ccc(C)c(Br)c2)CC1	-4%

Source: PubChem

An excerpt; the hit share may differ from the screen's.
